Screening results (PubChem)
MMP-13 inhibitor – inhibitors of human MMP13; MMP-13 fTHP FRET cleavage, Mca fluorescence; inhibition, % at 4 µM; actives 0.07% (n = 65,000); AID 570;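 active = inhibition above the mean of compound-free control plate wells plus 3 SD, cut at about 14% in these data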;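 note: 0% = DMSO wells and 100% = wells with reference MMP-13 inhibitor after basal subtraction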
Jurkat viability – reduces viability or proliferation of Jurkat cells; inhibition, % at 4 µM; AID 463; actives 1.2% (n = 56,000); Jurkat E6.1 viability, ATP luminescence, 48 h;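 active = inhibition above the mean inhibition of all tested compounds plus 3 SD, cut at about 28% in these data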
MKP-1 inh – inhibitors of human MKP-1 phosphatase; recombinant MKP-1, OMFP hydrolysis fluorescence; inhibition, %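 (compounds tested at a single concentration somewhere between 10 and 100 µM)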; actives 0.15% (n = 65,000);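 active = inhibition above about 50%, limit read from the data; inconclusive = inhibition over screen mean plus 3 SD, below that limit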;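 note: 0% = DMSO max control wells and 100% = wells with enzyme stopped by NaOH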
Target sequence (P28562 whole entry, looked up): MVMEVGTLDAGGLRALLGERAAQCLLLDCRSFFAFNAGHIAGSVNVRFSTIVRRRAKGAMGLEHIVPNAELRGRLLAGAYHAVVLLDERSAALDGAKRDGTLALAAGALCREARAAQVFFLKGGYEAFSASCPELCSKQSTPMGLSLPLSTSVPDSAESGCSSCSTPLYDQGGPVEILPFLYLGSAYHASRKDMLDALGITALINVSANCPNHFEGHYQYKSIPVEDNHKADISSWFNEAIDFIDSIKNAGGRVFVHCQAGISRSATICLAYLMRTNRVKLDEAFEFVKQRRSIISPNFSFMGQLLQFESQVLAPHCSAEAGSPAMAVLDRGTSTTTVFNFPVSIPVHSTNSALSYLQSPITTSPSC
HEK293 NFkB inh – inhibitors of the PMA/ionomycin-induced NF-kB reporter in HEK293 cells. HEK-293 NF-kB luciferase reporter, luminescence. inhibition, % at 3 µM. actives 0.21% (n = 62,000). AID 465;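 active = inhibition above the mean of all tested compounds plus 3 SD, cut at about 40% in these data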;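 note: 0% = stimulated DMSO wells and 100% = 10 µM reference inhibitor 5653914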
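Signal: luciferase luminescence; Material: HEK-293 cells with stable firefly luciferase reporter driven by four HIV NF-kB elements; Probe or stimulus: PMA with ionomycin; Replication: tested once; Times: 1 h compound pretreatment, then 16 h stimulation at 37 °C, 5% CO2; Benchmarks: DMSO and 10 µM reference inhibitor; Evaluation: per-plate % inhibition versus controls.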
TNAP act mid DEA – activators of human TNAP at intermediate phosphate acceptor; P05186; purified TNAP, CDP-star luminescence, 100 mM DEA, 30 min; hits give high values; scale: 0 levamisole-inhibited, 1 vehicle-only enzyme; activation factor at 20 µM; 64,000 tested, under 10 active;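 active = activation factor of at least 2 at 20 µM, relative to controls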
ROCK2 blocker – inhibitors of human Rho kinase 2; AID 604; actives 0.35% (n = 60,000); purified ROCK2, Kinase-Glo ATP depletion luminescence; O75116; inhibition, % at 6 µM;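 active = inhibition above the screen-wide mean inhibition plus 3 SD, cut at about 18% in these data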;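 note: plate controls were DMSO wells for no effect and Y-27632 control wells after no-enzyme background subtraction for full effect; many of its hits are not listed in these tables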
JNK3 blocker – inhibitors of human JNK3 kinase | P53779 | purified JNK3 kinase activity, HTS | inhibition, % at 8 µM | actives 0.61% (n = 60,000) | AID 746; in the data active = inhibition above about 17%;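 note: 0% = DMSO and 100% = reference inhibitor; many of its hits are not listed in these tables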
Target sequence (P53779 whole entry, looked up): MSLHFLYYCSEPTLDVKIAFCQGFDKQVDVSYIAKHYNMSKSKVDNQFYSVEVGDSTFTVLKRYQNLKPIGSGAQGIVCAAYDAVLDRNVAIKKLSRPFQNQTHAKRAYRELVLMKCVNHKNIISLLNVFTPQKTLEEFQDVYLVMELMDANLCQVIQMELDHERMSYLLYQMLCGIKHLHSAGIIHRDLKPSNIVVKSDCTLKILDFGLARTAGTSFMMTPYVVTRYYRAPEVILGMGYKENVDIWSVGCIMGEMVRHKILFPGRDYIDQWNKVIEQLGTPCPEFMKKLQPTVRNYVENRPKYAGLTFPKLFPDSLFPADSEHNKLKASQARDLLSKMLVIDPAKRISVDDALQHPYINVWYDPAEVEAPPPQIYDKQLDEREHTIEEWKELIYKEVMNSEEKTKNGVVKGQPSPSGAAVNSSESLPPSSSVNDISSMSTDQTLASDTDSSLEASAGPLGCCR
Cdc25B block – human M-phase inducer phosphatase 2 inhibition | P30305 | recombinant Cdc25B, OMFP fluorescence Ex485/Em525 | inhibition, %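 (compounds tested at 10 µM final in the well)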 | actives 0.1% (n = 65,000) | AID 368; in the data active = inhibition above about 50%
PKA kinase inh – PKA (human) kinase inhibition; P17612; PKA Kemptide phosphorylation, Kinase-Glo ATP luminescence; inhibition, % at 6 µM; actives 0.1% (n = 65,000);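 active = inhibition above the screen-wide mean inhibition plus 3 SD, cut at about 21% in these data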; note: many of its hits are not listed in these tables
Numbers without * were called inactive; i = inactive; ? = inconclusive; . = no result given; [ ] = dose if it differs, or a comment.

SMILES	MMP-13 inhibitor	Jurkat viability	MKP-1 inh	HEK293 NFkB inh	TNAP act mid DEA	ROCK2 blocker	JNK3 blocker	Cdc25B block	PKA kinase inh
Cn1c(NC(=O)c2ccccc2F)cc(=O)n(C)c1=O	5	-5	-5	15	0.9	0	-7	3	8
CCOC(=O)C(Cc1ccccc1)C(=O)Nc1nccs1 (configuration not stated)	0	5	9	15	1	4	3	-5	1
CCCN(c1ccc(C(C)C)cc1)S(=O)(=O)c1c(C)[nH]c(=O)[nH]c1=O	0	7	4	-8	1	5	3	-14	6
CC(C)CCNC(=O)C(c1ccco1)N(C(=O)Cn1nnc2ccccc21)c1ccc2c(c1)OCO2 (configuration not stated)	-1	10	5	14	0.9	-6	-6	-5	-4
CCn1c(CNC(=O)C23CC4CC(CC(C4)C2)C3)nnc1SCC(=O)Nc1nnc(C)s1	6	-5	4	9	0.9	1	3	-5	-6
O=C(Nc1cc(C(F)(F)F)ccc1N1CCCC1)c1cccnc1	-1	7	23	8	0.9	5	4	-3	7
CCOc1ccc(-c2nnn(CC(=O)Nc3cccc(OC)c3)n2)cc1OCC	2	5	13	18	0.9	-6	-6	-3	-8
Cc1nc(C)n(CC(O)COc2ccc3ccccc3c2)n1 (configuration not stated)	9	4	4	13	0.9	8	7	-11	4
CCCCCSc1nnc2c(n1)OC(C)N(C(C)=O)c1ccccc1-2 (configuration not stated)	8	4	-9	12	0.9	4	6	2	2
CC(NC(=O)Nc1ccccn1)N1C(=O)C2C3C=CC(C3)C2C1=O (configuration not stated)	3	-6	-1	3	1	10	4	1	8
CCCOC(=O)c1ccc(Oc2cn[nH]c2-c2ccc(OC)cc2O)cc1	-2	17	-17	11	1.2	-2	0	-4	-3
O=C(COC(=O)C1(c2ccccc2F)CCCC1)NC1CCS(=O)(=O)C1 (configuration not stated)	2	.	6	2	0.9	.	.	-9	8
CC(Oc1ccc(Cl)cc1Cl)C(=O)NCCCN1CCOCC1 (configuration not stated)	-1	-5	5	8	1	-4	1	-13	6
CCC(=O)N1CCc2cc(S(=O)(=O)N3CCN(C(=O)c4ccco4)CC3)ccc21	0	.	17	2	0.9	.	.	2	8
COC1=C(OC)c2ccccc2C(C(=O)O)N/C1=C(/C)Nc1ccncc1 (configuration not stated)	-1	.	10	3	0.9	.	.	-9	4
CC(=O)c1c(C)[nH]c(C(=O)CSc2nnc(C3CCCCC3)n2N)c1C	-1	7	18	14	0.9	4	1	-4	6
CCOc1ccc(C(C)=O)cc1N1C(=O)C2C3C=CC(O3)C2C1=O (configuration not stated)	-4	14	-2	7	0.9	6	4	-7	10
O=C(NS(=O)(=O)c1ccc(NC(=O)C2CCCO2)cc1)c1ccccc1 (configuration not stated)	0	2	4	7	0.9	4	0	0	3
Cc1cccn2c(=O)c3cc(C#N)c(=NC(=O)c4ccncc4)n(CCCOC(C)C)c3nc12	i[fluorescence artefact?]	5	6	14	1	4	-5	2	10
CC(=O)Nc1cc(C(=O)N2CCCC2)ccc1S(=O)(=O)c1ccc(C)cc1	-1	-2	15	2	1	7	-3	14	4

Three structures from above, sorted by heavy-atom count, lowest first:
SMILES	MMP-13 inhibitor	Jurkat viability	MKP-1 inh	HEK293 NFkB inh	TNAP act mid DEA	ROCK2 blocker	JNK3 blocker	Cdc25B block	PKA kinase inh
Cn1c(NC(=O)c2ccccc2F)cc(=O)n(C)c1=O	5	-5	-5	15	0.9	0	-7	3	8
CC(Oc1ccc(Cl)cc1Cl)C(=O)NCCCN1CCOCC1 (configuration not stated)	-1	-5	5	8	1	-4	1	-13	6
CCCN(c1ccc(C(C)C)cc1)S(=O)(=O)c1c(C)[nH]c(=O)[nH]c1=O	0	7	4	-8	1	5	3	-14	6

Next part.
SMILES	MMP-13 inhibitor	Jurkat viability	MKP-1 inh	HEK293 NFkB inh	TNAP act mid DEA	ROCK2 blocker	JNK3 blocker	Cdc25B block	PKA kinase inh
C=C(C)Cn1c(N2CCCC2)nc2c1c(=O)[nH]c(=O)n2C	4	7	4	7	0.9	-1	2	-14	11
O=C(O)c1ccc(NC(=O)C2CC=CCC2C(=O)O)cc1 (configuration not stated)	-1	-3	2	16	0.9	6	1	2	6
CC1CCCCC1NC(=O)c1ccc(S(=O)(=O)NCc2ccco2)cc1 (configuration not stated)	-1	.	24	14	0.9	.	.	-17	-3
Nc1nnnn1CC(=O)OCc1cccc(Br)c1	4	.	-13	.	0.9	6	8	10	6
COc1ccc(C(=O)CSc2nnc(-c3ccoc3C)n2CC2CCCO2)cc1 (configuration not stated)	0	5	30	22	0.9	0	-3	6	-6
O=S(=O)(c1ccccc1)N1CCC(N2CCN(c3ccccc3)CC2)CC1	7	.	-9	.	1	0	-2	5	1
Cc1cccc(OCC(=O)N(Cc2cccs2)C2CCS(=O)(=O)C2)c1 (configuration not stated)	3	2	11	10	0.8	-5	8	-6	-2
O=C(OCN1C(=O)c2ccccc2C1=O)c1ccc2c(=O)n3c(nc2c1)CCC3	-1	-2	3	7	0.9	5	2	10	5
Cc1ccc2nc(NCCO)nc(-c3ccccc3)c2c1	-28	10	11	15	1	3	-1	-19	7
COCCCN1C(=O)C(O)=C(C(=O)c2ccco2)C1c1cccc(Br)c1 (configuration not stated)	8	-1	15	14	0.9	3	5	-5	8
CC(=O)c1cccc(NC(=O)N2CCCC2C(=O)Nc2cccc(C)c2C)c1 (configuration not stated)	3	.	9	15	0.9	.	.	-12	10
CCc1nn(CC(=O)NCCCN2CCCC2=O)c(=O)c2cc3sccc3n12	1	-7	4	11	1.2	4	-6	-8	-9
COC(=O)Nc1ncc(CN2C(=O)c3ccccc3C2=O)s1	4	12	24	4	0.9	-7	5	-8	-3
Oc1ccc(Cl)cc1CNc1ccc(Br)cn1	4	56*	-4	-4	1	7	6	-2	10
COc1ccc2c(=O)c3c(=O)n(Cc4ccco4)c(-c4cc(OC)c(OC)c(OC)c4)nc3oc2c1	0	-1	18	7	0.9	9	-1	6	-1
O=C(O)c1cccc(S(=O)(=O)Nc2ccc3oc(=O)sc3c2)c1	-4	-1	1	4	0.9	1	0	-11	1
COCCNC(=O)CN1CCN(Cc2cccc(Cl)c2)C1=O	4	2	3	12	0.8	1	-6	2	-5
CCc1ccc(OCC(=O)NCc2ccco2)c(Br)c1	0	1	3	4	1	-1	-5	-6	8
COc1ccc(NC(=O)c2ccc(Cl)c(S(=O)(=O)N3CCc4ccccc4C3)c2)cn1	0	20	21	30	0.9	0	-1	-1	-4
Cc1cc(NC(=O)CSc2nnc3c(C)cc4c(C)ccc(C)c4n23)no1	0	90*	14	19	0.9	9	1	2	5
COc1ccc(C(=O)Nc2ccccc2C(=O)NCCCn2ccnc2)cc1	3	-2	5	12	0.9	2	4	1	-4
COC(=O)Cc1cc(=O)[nH]c(Nc2nc3ccccc3o2)n1	2	0	-8	-9	0.6	4	-8	0	5
CC1(C)CC(=O)N(CC(=O)NCc2ccc(F)cc2)c2ccccc2S1(=O)=O	9	-2	-3	3	0.9	1	1	-15	0
C=CCn1c(SC(C)C(=O)NC2(C#N)CCCCC2)nnc1-c1ccc(OC)cc1 (configuration not stated)	5	.	5	21	0.9	.	.	-30	3
Cc1nc2c(c(=O)n1CCC1=CCCCC1)c1nc3ccccc3nc1n2/N=C/c1ccco1	-8	2	?	15	0.8	6	1	9	6
CCc1nc(N)c(C#N)c(-c2ccc(O)c(OC)c2)c1C	3	-3	2	7	1	6	3	-7	11
COc1ccc(CCNC2CC(C)N(C)CC2C)cc1OC (configuration not stated)	-1	.	-18	.	0.9	2	4	-15	3
COc1ccccc1Cn1c(=S)[nH]c2cc(C(=O)NCCN3CCOCC3)ccc2c1=O	1	.	10	19	1	.	.	-15	2
CC(NS(=O)(=O)c1ccc(F)cc1)C(c1cccs1)N1CCN(C)CC1 (configuration not stated)	4	.	-10	11	0.9	.	.	-8	6
CC1CCCN(c2ccc(C(=O)NCC3CCCO3)cn2)C1 (configuration not stated)	-2	-1	3	-14	0.9	-1	-4	4	13
CCN1C(=Nc2ccc(Cl)cc2)SC/C1=C\C(=O)OC	4	10	1	26	1	5	0	1	-1
O=C(CSc1ccc2nnc(-c3ccc(F)cc3)n2n1)NCc1ccco1	-9	-6	10	8	.	5	3	-13	10
O=C(Cn1ccc2ccccc2c1=O)NCCC(=O)Nc1cccnc1	-5	0	-8	21	1.1	1	5	8	2
CC(C)(C)CC(=O)N1CCC(c2nc3c(nnn3Cc3c(F)cccc3Cl)c(=O)[nH]2)CC1	9	6	40	10	1	-8	-6	-13	1
Cn1c(=O)c2c(nc(OC/C=C/c3ccccc3)n2C)n(C)c1=O	2	12	-1	2	0.9	-6	-3	0	1
O=S1(=O)NC2CCCCCN2c2ccc(F)cc21 (configuration not stated)	-28	-2	0	24	0.9	2	0	-6	9
Cc1ccc2cc3c(NC(=O)C(C)C)nn(C)c3nc2c1	4	8	-6	12	1	-1	-8	3	-8
COc1ccc(C2OC(=O)CC2C(=O)N2CCN(c3cc(Cl)ccc3C)CC2)cc1OC (configuration not stated)	-1	6	10	4	0.9	-5	0	-7	0
CCOC(=O)C1CCN(c2nnc(N3CCCC3=O)s2)CC1	-8	0	3	-5	1	2	1	12	5
COCCNS(=O)(=O)c1cc(-c2nn(C)c(=O)c3ccccc23)ccc1C	2	.	1	17	0.9	.	.	-5	-4
CC(=O)Cc1nsc(NC(=O)c2cc(-c3cccc(C(F)(F)F)c3)oc2C)n1	2	-7	17	13	0.9	8	-2	-2	8
COc1cc(OC)cc(C(=O)NCCNC(=O)c2ccccc2)c1	1	1	-5	10	0.9	3	-2	-2	3
O=c1[nH]c(CN2CCN(CCO)CC2)nc2ccccc12	-1	6	-6	-1	.	-3	-1	0	-9
CCNC(=O)C1CCCN1S(=O)(=O)c1ccc(OC)cc1 (configuration not stated)	7	.	0	0	0.9	.	.	-4	10
COc1ccccc1NC(=O)NC(N)=O	-1	6	-3	2	0.8	-2	5	-3	-1
CSc1nc2cc(F)c(F)cc2n1C	1	-4	4	0	0.9	8	5	7	9
CCOC(=O)c1oc2nc(C(C)C)c3c(c2c1N)CC(C)(C)OC3	-172[fluorescence artefact?]	15	29	8	1	-1	6	5	0
N#Cc1c(N)oc(-c2ccc3c(c2)OCO3)c1-c1ccc2c(c1)OCO2	1	.	7	16	0.9	.	.	8	2
C[N+](C)(C)C/C=C1/COCO1	1	4	-3	-2	0.9	5	-4	8	2
c1ccc(C2NCCn3cccc32)cc1 (configuration not stated)	2	0	8	6	0.9	6	4	-7	3
CCCc1nnc(NC(=O)c2ccncc2)s1	4	4	-1	6	1	1	1	-1	0
O=C(Nc1ccc2c(c1)OCO2)C1(S(=O)(=O)c2ccc(Cl)cc2)CC1	-1	1	-4	13	0.9	5	2	4	4
CCc1c(C)sc(NC(=O)c2cc(C)no2)c1C#N	-5	6	11	1	1	4	-3	-2	5
Cc1ccc(-c2nnc3ccc(SCC(=O)N4CCCCC4)nn23)cc1	2	2	1	18	0.9	-2	-1	-7	3
CC1CCCCC1NC(=O)Cn1nnc(-c2ccc(Cl)cc2)n1 (configuration not stated)	0	2	21	5	0.8	2	1	-9	2
COCCN1Cc2cccc(C(=O)Nc3cccnc3)c2C1=O	0	1	9	6	0.9	-2	5	9	-2
Cc1nn(-c2ccccc2)c2c1C(c1c(C)[nH]c(C#N)c1C)C(C#N)=C(N)O2 (configuration not stated)	5	-4	11	13	0.9	-6	-14	-2	-1

Compounds as they come; about 1.9% have a hit in one of these screens.
